Screening data: PubChem, several laboratories
TNAP act hi DEA: increases human TNAP activity under high phosphate acceptor concentration. activation factor at 20 µM. purified TNAP, CDP-star luminescence, 1 M DEA, 30 min; stronger effect = higher value; 0 = EDTA background, 1 = DMSO-only activity. 200,000 tested, under 10 active. P05186;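 active = activation factor at least 2 at 20 µM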
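Assay system: human TNAP; Input: enzyme diluted 1/800 final; Reagent: CDP-star luminogenic substrate at 100 µM final; Timing: 30 min, room temperature; Signal: luminescence; Evaluation: TNAP activation factor scaled between EDTA and DMSO control wells.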
PPARg SRC-1 ag: agonists of human PPARgamma SRC-1 coactivator recruitment; P37231; PPARgamma-SRC-1 coactivator recruitment biochemical assay; activation, % at 8 µM; 0.41% of 200,000 active; AID 631; in the data active = activation above about 19%;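 also: 0% = DMSO and 100% = reference agonist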
Target sequence (P37231 whole entry, looked up): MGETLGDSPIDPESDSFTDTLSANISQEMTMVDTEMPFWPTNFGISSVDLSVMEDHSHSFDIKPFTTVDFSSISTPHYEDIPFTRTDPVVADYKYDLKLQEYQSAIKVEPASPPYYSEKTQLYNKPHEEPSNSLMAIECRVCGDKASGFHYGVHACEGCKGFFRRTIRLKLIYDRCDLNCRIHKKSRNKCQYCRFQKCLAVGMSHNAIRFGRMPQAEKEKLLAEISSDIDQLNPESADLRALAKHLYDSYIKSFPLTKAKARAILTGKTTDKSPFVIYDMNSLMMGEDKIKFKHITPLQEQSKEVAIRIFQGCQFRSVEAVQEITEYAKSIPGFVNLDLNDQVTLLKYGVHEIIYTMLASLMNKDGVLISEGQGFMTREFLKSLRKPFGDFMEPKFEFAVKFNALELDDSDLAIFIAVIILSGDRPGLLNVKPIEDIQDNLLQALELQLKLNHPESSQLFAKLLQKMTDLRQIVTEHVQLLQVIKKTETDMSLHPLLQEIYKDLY
bIAP act: increases bovine intestinal alkaline phosphatase activity; purified bovine IAP, CDP-star luminescence, 30 min; stronger effect = higher value; fold of DMSO-control signal, blank-subtracted; 0.17% of 200,000 active; activation factor at 20 µM;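 active = activation factor of 2 or more at 20 µM, a signal rise over negative controls twice the positive control's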
bIAP inh: intestinal alkaline phosphatase (bovine) inhibition; inhibition, % at 20 µM; purified bovine IAP, CDP-star luminescence, 30 min; AID 1019; 190,000 tested, under 10 active;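 active = over 50% inhibition of intestinal alkaline phosphatase at 20 µM in the single-dose screen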
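System: Purified bovine intestinal alkaline phosphatase (IAP) enzyme | Input: IAP diluted 1/65,000,000 in the well | Also added: CDP-star chemiluminescent phosphatase substrate, 30 µM final | Dosing: 20 µM single dose | Times: Enzyme reaction for 30 min at room temperature | Detection: Luminescence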
TNAP inh no acc: inhibitors of human TNAP without phosphate acceptor; inhibition, % at 20 µM; P05186; 0.26% of 200,000 active; purified TNAP, CDP-star luminescence, 30 min;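 active = tissue-nonspecific alkaline phosphatase inhibition above about 50% at 20 µM in the single-dose screen, limit read from the data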;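 also: 0% = DMSO negative control and 100% = EDTA positive control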
HMGR II inh: inhibitors of class II HMG-CoA reductase from Enterococcus faecalis. AID 1066. 0.41% of 190,000 active. inhibition, % at 10 µM. purified E. faecalis HMGR, NADPH absorbance 340 nm kinetic;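 active = inhibition above a set limit, the median over all tested compounds plus 3 SD, cut at about 9.5% in these data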;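 also: enzyme runs in reverse so mevalonate oxidation gives rising NADPH absorbance; 0% = complete reaction with DMSO and 100% = background rate lacking mevalonate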
PPARg SRC-3 ag: agonists of human PPARgamma SRC-3 coactivator recruitment. P37231. activation, % at 8 µM. biochemical PPARgamma/SRC-3 coactivator recruitment assay. 0.26% of 200,000 active. AID 731; in the data active = activation above about 23%;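 also: 0% = DMSO and 100% = reference agonist; some compounds past the cut are filed as inactive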
TNAP inh hi DEA: inhibitors of human TNAP at high phosphate acceptor concentration; P05186; purified TNAP, CDP-star luminescence, 1 M DEA; inhibition, % at 20 µM; 0.03% of 200,000 active; AID 1135;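 active = over 50% inhibition of tissue-nonspecific alkaline phosphatase at 20 µM in the single-dose screen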;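 also: plate controls were DMSO wells for no effect and EDTA-quenched wells as full inhibition for full effect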
SRC2 TRFRET art: counter-screen for PPARgamma SRC-2 recruitment agonists: TR-FRET artefact | stronger effect = higher value | TR-FRET ratio at 8 µM | 0.4% of 200,000 active; in the data active = TR-FRET ratio above about 2000; also: inactives centre near 1500
PPARg SRC-2 ag: agonists of SRC-2 recruitment by human PPARgamma; AID 1032; P37231; activation, % at 8 µM; PPARgamma LBD-SRC-2 recruitment, biochemical; 0.34% of 200,000 active; in the data active = activation above about 22%;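 also: 0% = vehicle and 100% = reference agonist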
Numbers without * were called inactive; nt = not tested or not shown.

Compound	TNAP act hi DEA	PPARg SRC-1 ag	bIAP act	bIAP inh	TNAP inh no acc	HMGR II inh	PPARg SRC-3 ag	TNAP inh hi DEA	SRC2 TRFRET art	PPARg SRC-2 ag
Cc1occc1C(=O)NC1CCCCCCC1	1	2	1	3	-8	0	0	-3	1452	0
CN(C)c1ccc(C(CNC(=O)c2ccccc2F)c2c[nH]c3ccccc23)cc1 (stereo not given)	1	-2	0.6	44	3	-6	1	-2	1396	1
CC(C)(C)NC(=O)C(c1cccnc1)N(C(=O)c1csnn1)c1ccccc1 (stereo not given)	1	8	1.1	-5	-9	-8	4	-4	1650	16
CCOC(=O)c1sc(NC(=O)Nc2ccccc2Cl)cc1C	1	0	1	4	-9	-4	-2	2	1550	4
CC(Sc1nnc2ccccn12)C(=O)Nc1ccc2c(c1)OCO2 (stereo not given)	1	-4	1	2	-7	-6	4	-2	1486	-8
CC(C)OC(=O)/C(=C/c1ccc2c(c1)c1ccccc1n2C)NC(=O)c1ccccc1	1	-3	1	2	6	-2	3	-1	1460	-4
Cc1cnn(C(=S)NCc2ccc(Cl)cc2)c1	1.1	6	0.9	10	-7	-3	-2	-5	1905	21
O=C(Cc1nc2ccccc2s1)c1ccc(O)cc1O	1	-3	1.1	-5	-25	0	-8	4	1415	-6
CCOC(=O)N1CCN(c2c(NCC3CCN(Cc4cccc(C)c4)CC3)c(=O)c2=O)CC1	1	0	1.1	-7	-12	4	1	0	1462	-4
O=C(Oc1cccc2ccccc12)c1ccncc1	1	4	0.9	11	-6	-7	17	-2	1616	15
O=C1NC2(C=Cc3c(ccc4ccccc34)O2)Oc2ccccc21 (stereo not given)	0.9	0	0.9	6	-1	1	5	12	1447	2
CCOC(=O)Cn1cnc2c(C#N)c3n(c2c1=O)CCCCC3	1	-3	0.8	21	-9	-5	11	-4	1609	-1
O=[N+]([O-])c1ccc2c(c1)nc1n2CCN(CC2CCCO2)C1 (stereo not given)	1	-2	1	-4	-8	-1	-3	-5	1791	3
Cc1ccnc(NC(=O)Nc2ccc3c(c2)OCO3)c1	1	9	0.8	20	-7	0	-2	-1	1558	-1
O=C(NCc1cccs1)C1CCN(C(=O)NCc2ccccc2)CC1	1	-5	1	-5	-9	-4	-3	-2	1395	9
Cc1ccnc(-n2c(C)cc(C=O)c2C)c1	1	5	1.1	-12	-8	6	-4	-4	1703	-5
CNC(=O)c1cc2cc(OC)ccc2oc1=O	1	4	0.8	15	-14	1	6	-2	1636	2
CCCCN(CCCC)CCNC(=O)CNC(=O)c1cccs1	1	-1	1	1	-11	-5	-2	-2	1237	-8
CCn1c(N2CCN(S(=O)(=O)c3ccc(Cl)cc3)CC2)nc2ccccc21	1	-9	0.8	17	-9	0	-2	-3	1411	-6
COc1ccc(Nc2cc(Cl)nc(N)n2)cc1OC	1	8	1	-5	-2	-4	4	2	1717	2
CS(=O)(=O)N(Cc1ccc(Cl)cc1)c1ccc(C(=O)NCC2CCCO2)cc1 (stereo not given)	1	7	1.1	-15	-4	1	1	-3	1675	7
CCOC(=O)c1c(-c2ccc(C)cc2)csc1NC1=NS(=O)(=O)c2ccccc21	1	-2	1.1	-9	-5	4	0	-4	1473	-12
COc1ccccc1NC(=O)Cn1cnc2sc(C)c(S(=O)(=O)N3CCCCC3)c2c1=O	1	6	0.9	10	0	-1	1	0	1740	4
CCn1nccc1C(=O)Nc1ccc(Cl)c(Cl)c1	1	-2	0.9	5	-10	-10	-10	0	1590	4
COC(CN1CCc2c(C)nc3c(C#N)cnn3c21)OC	1	12	1	-3	-10	2	4	-3	1621	6
CC(C)N(C(=O)c1ccc2nc3c4ccccc4c4ccccc4c3nc2c1)C(C)C	nt	2	nt	nt	nt	nt	0	nt	1362	8
C=CCN=c1scc(C)n1/N=C/c1ccc(O)c(O)c1	0.9	13	0.9	6	77*	2	4	8	1906	5
C=C(C)CN=c1scc(C)n1/N=C/c1ccco1	1	-1	1	2	-8	-2	5	-2	1385	0
O=C(c1ccco1)N1CCn2c1nc1ccccc12	1	4	0.9	8	-6	0	9	4	1670	6
NC(=O)COC(=O)CNC(=O)c1sc2ccccc2c1Cl	1	7	1.1	-6	-6	-2	-2	-2	1574	0
O=C(Cc1csc(-c2ccccc2)n1)Nc1ccc(C(F)(F)F)cc1	1	13	0.8	16	-10	3	4	-2	1610	4
COc1cc(NC(=O)COC(=O)CSc2ccc3ccccc3c2)c(C)cc1[N+](=O)[O-]	1.1	4	0.7	33	-7	-2	2	-6	1453	1
O=C(O)/C=C/C(=O)Nc1ccccc1C(=O)OCC(=O)c1ccc2c(c1)OCCO2	1	-5	0.9	10	-9	-3	0	-3	1353	1
CCOc1cccc(OCCOCCN(C)C)c1	1	-2	0.9	14	-11	4	0	-2	1663	3
CCc1ccc2c(c1)C1(SC(NC(C)=O)=NN1C(C)=O)C(=O)N2CC (stereo not given)	1	-2	0.8	15	-10	-1	0	-2	1570	7
Cc1ccc(C(=O)NC2CCS(=O)(=O)C2)cc1S(=O)(=O)N1CCCCC1 (stereo not given)	1	-5	0.9	9	-13	-2	-3	-4	1501	6

Some values from the entries so far.
`COc1cc(NC(=O)COC(=O)CSc2ccc3ccccc3c2)c(C)cc1[N+](=O)[O-]` @ PPARg SRC-2 ag = 1
`C=C(C)CN=c1scc(C)n1/N=C/c1ccco1` @ PPARg SRC-1 ag = -1
`COc1ccc(Nc2cc(Cl)nc(N)n2)cc1OC` @ HMGR II inh = -4
`CCOC(=O)N1CCN(c2c(NCC3CCN(Cc4cccc(C)c4)CC3)c(=O)c2=O)CC1` @ bIAP inh = -7
`Cc1ccnc(NC(=O)Nc2ccc3c(c2)OCO3)c1` @ TNAP inh no acc = -7
`CS(=O)(=O)N(Cc1ccc(Cl)cc1)c1ccc(C(=O)NCC2CCCO2)cc1` (stereo not given) @ PPARg SRC-1 ag = 7

Following part
Compound	TNAP act hi DEA	PPARg SRC-1 ag	bIAP act	bIAP inh	TNAP inh no acc	HMGR II inh	PPARg SRC-3 ag	TNAP inh hi DEA	SRC2 TRFRET art	PPARg SRC-2 ag
CCOC(=O)c1ccccc1NC(=O)C1CC(=O)N(c2ccccc2)C1 (stereo not given)	1	9	1	1	-8	-3	3	-3	1680	0
CCc1ccc(-n2cc(-c3ccc([N+](=O)[O-])cc3)[nH]c2=S)cc1	0.8	9	1.2	-21	10	2	7	17	1480	13
CCOC(=O)c1cc(-c2ccc(Cl)s2)nc2c1c(C)nn2C	1	-4	1	0	-4	-4	9	2	1410	2
Cc1sc2nc(SCC(=O)C(C)(C)C)n(Cc3ccco3)c(=O)c2c1C	1	12	1.1	-5	-3	3	0	-3	1503	8
CCn1nnnc1-c1ccc(OC)c(S(=O)(=O)Nc2ccc(C)c(C)c2)c1	1.1	1	1	-1	-2	-6	5	-5	1503	3
CC(=O)Nc1ccc(NC(=O)C(C)O/N=C/c2cccc([N+](=O)[O-])c2)cc1 (stereo not given)	1	5	0.9	7	-8	-2	1	-3	1471	6
Cc1oc(C(C)(C)C)cc1C(=O)NCC(=O)NCC(=O)O	1.1	2	1	4	0	-6	6	-8	1535	8
Fc1cccc(Cl)c1Cc1noc(/C=C/c2ccccc2)n1	1	-10	0.7	26	-9	-3	-14	-3	1508	1

One compound at a time, as listed above. Order of values: TNAP act hi DEA	PPARg SRC-1 ag	bIAP act	bIAP inh	TNAP inh no acc	HMGR II inh	PPARg SRC-3 ag	TNAP inh hi DEA	SRC2 TRFRET art	PPARg SRC-2 ag
`Cc1oc(C(C)(C)C)cc1C(=O)NCC(=O)NCC(=O)O` as listed: 1.1	2	1	4	0	-6	6	-8	1535	8
`CCn1nnnc1-c1ccc(OC)c(S(=O)(=O)Nc2ccc(C)c(C)c2)c1` as listed: 1.1	1	1	-1	-2	-6	5	-5	1503	3

Hits appear at their usual frequency. About 1.6% of those tested had a hit in this group.
